GDH-TPI inh: GDH-TPI coupling enzyme inhibitors, primary screen, artefact control for M. tuberculosis FBA inhibitor project, biochemical, absorbance, full deck. GDH-TPI coupled enzyme counterscreen, NADH absorbance. inhibition, % at 4.8 µM. hit rate 1.2% among 360,000. AID 588335, 2011; in the data active = inhibition above about 30%;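 also: 0% = DMSO wells and 100% = wells lacking the enzyme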
MazEF act: activators of E. coli MazEF toxin-antitoxin RNase, primary screen, biochemical, fluorescence, uHTS; Endoribonuclease toxin MazF (Escherichia coli (strain K12)), P0AE70; FAM/BHQ RNA-DNA oligo cleavage fluorescence, 5 h; activation, % at 20 µM; hit rate 0.32% among 350,000; AID 504720, 2011; in the data active = activation above about 50%
Target sequence (P0AE70 whole entry, looked up): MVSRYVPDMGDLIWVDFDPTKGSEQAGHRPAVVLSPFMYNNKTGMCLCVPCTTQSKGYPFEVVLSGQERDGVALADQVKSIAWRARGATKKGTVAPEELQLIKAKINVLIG
Mtb BioA inh: M. tuberculosis BioA enzyme inhibitors, primary screen, biochemical, plate reader, single point, HTS | 7,8-diaminopelargonic acid synthase BioA (Mycobacterium tuberculosis) | purified M. tuberculosis BioA enzyme | inhibition, % at 9.99 µM | hit rate 0.096% among 360,000; in the data active = inhibition above about 40%; inconclusive = no clear call, values can overlap the other calls
Mtb UGM inh: M. tuberculosis UGM enzyme inhibitors, primary screen, biochemical, fluorescence polarization, single point. UDP-galactopyranose mutase (Mycobacterium tuberculosis (strain ATCC 25618 / H37Rv)), …. purified UGM, fluorescence polarization probe displacement. inhibition, % at 10 µM. hit rate 0.06% among 320,000. AID 504406, 2011; in the data active = inhibition above about 10%, passing the limit was not always enough; inconclusive = no clear call, values can overlap the other calls
Target sequence (P9WIQ1 whole entry, looked up): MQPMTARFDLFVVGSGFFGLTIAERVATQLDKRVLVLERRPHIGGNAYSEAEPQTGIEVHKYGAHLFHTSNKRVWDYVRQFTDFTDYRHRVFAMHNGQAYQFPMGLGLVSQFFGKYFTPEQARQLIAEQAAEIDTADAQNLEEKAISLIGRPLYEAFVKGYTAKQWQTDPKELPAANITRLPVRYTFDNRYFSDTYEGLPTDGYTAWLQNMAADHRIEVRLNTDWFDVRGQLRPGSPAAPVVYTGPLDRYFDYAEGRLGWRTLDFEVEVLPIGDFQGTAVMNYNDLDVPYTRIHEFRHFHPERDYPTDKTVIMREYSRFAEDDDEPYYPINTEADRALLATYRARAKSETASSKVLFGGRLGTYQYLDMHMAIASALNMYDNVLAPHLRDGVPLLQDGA
FadD28 FP inh: inhibitors of FadD28 bisubstrate probe binding, primary screen, biochemical, fluorescence polarization, single point; Mycobacterium tuberculosis FadD28 fatty-acid-AMP ligase; inhibition, % at 12.5 µM; hit rate 0.22% among 360,000; in the data active = inhibition above about 8.5%, passing the limit was not always enough; inconclusive = no clear call, values can overlap the other calls
BoNT F protease: BoNT/F light chain protease inhibitors, primary screen, biochemical, flow cytometry, MLPCN library; Botulinum neurotoxin type F light chain protease (Clostridium botulinum); Multiplex microsphere protease cleavage assay; inhibition, % at 10 µM; hit rate 0.22% among 360,000; in the data active = inhibition above about 35%, passing the limit was not always enough; inconclusive = no clear call, values can overlap the other calls; also: plate controls were buffer without enzyme for full effect and enzyme alone for no effect
Mtb FBA inh: Mtb FBA enzyme inhibitors, primary screen, biochemical, fluorescence, strain H37Rv; Fructose-bisphosphate aldolase (Mycobacterium tuberculosis (strain ATCC 25618 / H37Rv)), …; purified M. tuberculosis FBA, fluorescence read-out; inhibition, % at 1 µM; hit rate 2.3% among 360,000; AID 588726, 2011; in the data active = inhibition above about 27%;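 also: 0% = vehicle and 100% = reference inhibitor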
Target sequence (P9WQA3 whole entry, looked up): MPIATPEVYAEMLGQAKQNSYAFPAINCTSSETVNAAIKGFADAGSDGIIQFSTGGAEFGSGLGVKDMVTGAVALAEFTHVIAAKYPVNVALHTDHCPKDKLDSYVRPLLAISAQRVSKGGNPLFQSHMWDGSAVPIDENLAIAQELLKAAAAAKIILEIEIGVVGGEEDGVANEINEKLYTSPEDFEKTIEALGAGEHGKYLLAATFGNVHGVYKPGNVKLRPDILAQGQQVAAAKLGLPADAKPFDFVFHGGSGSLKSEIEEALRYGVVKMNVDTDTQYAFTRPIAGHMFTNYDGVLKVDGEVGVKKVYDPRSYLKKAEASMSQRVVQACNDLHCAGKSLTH
Rv3671c protease: Rv3671c serine protease inhibitors, primary screen, biochemical, fluorescence polarization, M. tuberculosis H37Rv | inhibition, % at 5.96 µM | P9WHR9 | hit rate 0.048% among 320,000 | AID 2606, 2010; in the data active = inhibition above about 38%;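 also: extracellular domain of Rv3671c used as enzyme; 0% = enzyme with DMSO and 100% = no enzyme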
PrPC surface inh: inhibitors of human cell surface prion protein PrPC, primary screen, cell-based, TR-FRET | Major prion protein (Homo sapiens), P04156 | TR-FRET read-out | inhibition, % at 13.8 µM | hit rate 0.43% among 370,000 | AID 720596, 2013; in the data active = inhibition above about 24%; also: 0% = median of the test wells and 100% = reference compound wells
An asterisk follows results filed as active; ? = inconclusive; . = no result given. Random draw from the library; any-hit rate near 4.8%.

#	SMILES	Mtb BioA inh	FadD28 FP inh	MazEF act	GDH-TPI inh	BoNT F protease	Mtb FBA inh	PrPC surface inh	Mtb UGM inh	Rv3671c protease
1	CCOC(=O)C(CC)n1cnc2c(nnn2-c2ccc(C)cc2)c1=O (stereo unspecified)	0.0	1.1	6	11	2	0	4	-4.0	-10
2	CC1CCC(NC(=O)Cn2ncc3ccccc32)CC1 (stereo unspecified)	-1.0	-0.9	4	13	-2	5	6	1.7	10
3	Cc1ccc(OCC(=O)Nc2cccc(C)n2)c(C)c1	-2.8	-1.4	0	-4	-8	1	6	-2.1	-14
4	O=C(C1COc2ccccc2O1)N1CCOCC1 (stereo unspecified)	.	-4.5	-25	-7	2	-1	11	1.7	7
5	COc1ccccc1OCCC(=O)OCC(=O)NCc1ccccc1	.	-1.1	4	6	-2	0	3	-1.1	-3
6	c1ccc2c(c1)CCCN2Cc1nnc2n1CCCCC2	.	0.9	-19	12	-3	4	-8	8.3	-5
7	CCOP(=O)(OCC)/C(C#N)=C/c1ccoc1	.	-1.4	-7	-3	?	2	2	0.4	.
8	CCOC(=O)N1N=C(c2ccccc2)CC1(O)C(F)(F)F (stereo unspecified)	-3.9	-0.3	5	0	7	-2	9	-0.9	-3
9	CC1(C(=O)NCc2ccc3c(c2)OCO3)CCN1C(=O)CCc1ccc(Cl)cc1Cl (stereo unspecified)	-1.4	-0.7	.	6	0	-4	0	.	.
10	CCc1nc2c(OCc3ccccc3C(=O)OC)cccn2c1N(C)C(=O)c1cccc(OC)c1	1.0	-1.9	.	17	-11	2	4	.	.
11	COCCN(C(=O)CCC(=O)Nc1cccnc1)C(C(=O)NC1CCCCC1)c1ccccc1 (stereo unspecified)	-2.7	-3.3	-2	-5	-9	-2	0	-1.9	-10
12	Nc1ccc2nn(-c3ccccc3)nc2c1	1.2	-1.3	9	10	-9	25	-6	.	.
13	Cc1cc(N2CCOCC2)n2nc(C(F)(F)F)c(-c3ccccc3)c2n1	-1.8	.	10	-7	18	3	-3	-0.7	.
14	COc1ccc(-n2c(=S)[nH]c3cc(C(=O)O)ccc3c2=O)cc1	.	-4.2	-5	-2	-4	4	0	-2.1	5
15	O=c1[nH]c(-c2ccccc2)nnc1-c1ccccc1	-1.4	-5.8	10	30	-3	1	2	0.8	-5
16	Cc1cc(C)nc(-n2nc(C)cc2NC(=O)CNC2CCCCC2)n1	2.5	0.1	5	-1	1	0	-2	0.4	-5
17	C=C(C)C(=O)NC1=NN(c2ccccc2)C(=O)C1	.	-0.8	3	-5	-3	5	4	0.0	-29
18	CC(C)CCNC(=O)CN(Cc1ccc2c(c1)OCO2)C(=O)CCC(=O)Nc1ccccn1	-4.4	-1.6	-2	-1	2	-1	-6	-0.6	-3
19	COc1ccc(Nc2nc(N)nc(CN3CCOCC3)n2)cc1	-0.9	-4.8	4	11	1	-7	10	-2.5	3
20	COc1ccc(CNC2CC(C)N(C)CC2C)cc1OC (stereo unspecified)	-1.4	0.2	12	17	-7	2	4	-5.3	2
21	CCn1c(=O)c(C(=O)Nc2nc3ccccc3[nH]2)c(O)c2ccccc21	1.4	-4.8	3	10	10	-1	19	-0.1	4
22	O=C(O)c1cccc(Nc2ccncc2[N+](=O)[O-])c1	-1.9	-2.4	8	9	20	-3	-28	-1.1	2
23	CCCc1cc(CN(C)C(=O)CC2C(=O)NCCN2Cc2ccccc2C)[nH]n1 (stereo unspecified)	-1.0	-3.9	-5	8	0	-3	2	-0.7	-2
24	O=[N+]([O-])c1ccccc1S(=O)(=O)Nc1ccc2c(c1)OCCO2	-3.8	0.4	-7	10	?	5	5	-2.6	.
25	O=C(Cn1cncn1)NCc1cccc(OC(F)F)c1	.	-2.2	0	6	-2	-7	3	-1.1	5

3 structures already listed, ordered by heavy-atom count, high to low.
#	SMILES	Mtb BioA inh	FadD28 FP inh	MazEF act	GDH-TPI inh	BoNT F protease	Mtb FBA inh	PrPC surface inh	Mtb UGM inh	Rv3671c protease
20	COc1ccc(CNC2CC(C)N(C)CC2C)cc1OC (stereo unspecified)	-1.4	0.2	12	17	-7	2	4	-5.3	2
22	O=C(O)c1cccc(Nc2ccncc2[N+](=O)[O-])c1	-1.9	-2.4	8	9	20	-3	-28	-1.1	2
17	C=C(C)C(=O)NC1=NN(c2ccccc2)C(=O)C1	.	-0.8	3	-5	-3	5	4	0.0	-29

Following part
#	SMILES	Mtb BioA inh	FadD28 FP inh	MazEF act	GDH-TPI inh	BoNT F protease	Mtb FBA inh	PrPC surface inh	Mtb UGM inh	Rv3671c protease
26	COc1cc(C(=O)N2CCN(C(=O)c3ccccc3)CC2)cc(OC)c1OC	5.3	-2.6	0	-4	4	-3	5	0.9	4
27	O=C(NCCCO)/C(=C\c1ccco1)NC(=O)c1ccco1	-0.2	-5.0	7	8	?	-3	-9	0.5	4
28	COc1cc(CNC2CCCC2)cc(Cl)c1OCc1ccccc1F	0.6	-7.8	6	12	-13	0	-7	0.1	-3
29	CC(=O)NCC(=O)OCC(=O)c1ccc(C)c(C)c1	-1.5	1.0	2	0	-4	0	6	0.0	4
30	CCOC(=O)CSc1nc(C)cc(C)c1C#N	0.2	0.0	1	7	7	3	-3	0.9	7
31	Cn1c(SCc2cccnc2)nc2cccnc21	2.0	-1.5	-2	-6	?	-1	1	-2.9	-1
32	CC(=O)Nc1ccc(S(=O)(=O)N2CCN(c3ccc(C(C)=O)cc3)CC2)cc1	0.5	-2.1	.	25	-2	0	-5	.	.
33	C/C(N)=C(/C#N)C(=O)CSc1nnnn1-c1ccc(C)cc1C	-3.4	-1.0	-5	-2	13	-2	21	4.9	-3
34	CCOC(=O)c1ccc(NC(=O)c2nc[nH]c2C(=O)N(C)Cc2ccccc2)cc1	-0.5	-2.3	1	1	2	3	3	-1.1	-16
35	CC(=O)Nc1cc2c(cc1C(=O)c1ccccc1)OCCO2	-0.9	-0.4	5	6	-59	1	-9	1.4	1
36	O=c1oc2ccccc2n1Cc1cccc(C(F)(F)F)c1	.	1.1	-4	13	?	-3	2	0.1	8
37	Cn1nnnc1SCCNCc1ccccc1F	-2.5	-0.6	5	1	-6	-2	-3	1.4	-4
38	CN1CCC(=NNC(=O)c2ccc(N(Cc3ccc(Cl)cc3)S(C)(=O)=O)cc2)CC1	-0.5	-4.9	12	11	-10	1	5	-1.0	-8
39	CCn1cnc2c1c(=O)n(CC(=O)NCC(C)C)c(=O)n2Cc1ccccc1	-2.0	-0.2	-2	12	12	-1	-6	1.9	-3
40	COCc1c(C(=O)OCc2nc3ccsc3c(=O)[nH]2)oc2ccccc12	12	-0.3	-2	11	10	9	1	3.2	0
41	O=C1CC(C(=O)N2CCc3ccccc32)CN1c1cccc(C(F)(F)F)c1 (stereo unspecified)	9.9	-1.6	-3	12	-2	-2	3	1.3	-6
42	COc1ccccc1CNc1ccccc1F	.	-2.3	4	8	2	0	-3	-2.2	15
43	Cc1cc(C)c2c(ccc3cccc[n+]32)c1	0.4	-3.1	-3	9	33	6	-4	-2.8	-4
44	CCCn1c(NCc2cccc(OC)c2O)nc2ccccc21	1.4	0.0	9	14	-9	-5	-3	0.6	-2
45	O=C(NC(Cc1c[nH]c2ccccc12)C(=O)O)/C(=C/c1ccc2c(c1)OCO2)NC(=O)c1ccccc1 (stereo unspecified)	.	-0.1	0	20	0	-1	3	.	.
46	O=C(Oc1cccc2ccccc12)C1CC1	1.3	-2.3	0	0	6	0	5	-4.0	-10
47	CCN(CC)C(=O)C(Cc1ccccc1)N1C(=O)c2ccccc2C1=O (stereo unspecified)	1.7	-2.2	4	5	8	-2	-10	-2.4	1
48	O=C(NC1CCCCC1)C(c1ccncc1)N(C(=O)c1csnn1)c1ccccc1 (stereo unspecified)	-0.2	3.7	18	-3	-6	-2	2	-1.1	2
49	O=C(NNC(=O)c1cc2cc(OC(F)(F)F)ccc2[nH]1)c1cccc(C(F)(F)F)c1	.	-2.4	12	3	?	0	5	-0.8	-14
50	COc1cnn(-c2ccc([N+](=O)[O-])cc2)c(=O)c1Cl	-1.4	-2.8	-5	4	?	0	-46	-2.4	3
51	COc1ccc(OC)c(NCc2nnc(-c3ccccc3)o2)c1	1.1	-2.1	8	-13	-11	-1	6	-1.0	.
52	COc1ccc(C(=O)NC(=S)Nc2ccc3c(c2)Cc2ccccc2-3)cc1	1.1	-3.1	-7	9	-7	-1	-4	-1.3	3
53	Cc1cc(NS(=O)(=O)c2ccc(NC(=O)COc3ccc(C#N)cc3)cc2)nc(C)n1	0.2	-2.8	-8	-8	-1	3	-4	1.4	7
54	CCCCC(=O)N(C)c1c(CC)nc2c(OCCC3CCCCC3)cccn12	0.5	-5.0	.	-1	2	-1	13	.	.
55	CCOc1[nH]n(-c2ccccc2)c(=O)c1C=Nc1ccc(Cl)cc1	-4.1	0.4	-7	0	-3	-3	-6	-2.4	1
56	Cc1ccc(NNC(=O)c2ccno2)c(C)c1	-0.4	-0.1	4	7	.	0	16	0.5	2
57	CCC(CC)=NNc1ccc(S(N)(=O)=O)cc1[N+](=O)[O-]	5.7	-3.2	5	7	-2	-10	-21	0.1	1
58	CC1CCCCC1NS(=O)(=O)c1ccc(S(=O)(=O)N2CCN(CCC#N)CC2)cc1 (stereo unspecified)	-4.5	0.4	2	-5	6	5	4	-1.2	-6
59	CCCCCN(C(=O)CCC(=O)OCCOc1ccccc1)c1c(N)n(CCCC)c(=O)[nH]c1=O	-2.2	0.9	1	8	11	2	1	-1.7	-5
60	CCCNC(=O)Cn1cnc2sc(C(=O)Nc3cc(OC)c(OC)c(OC)c3)c(C)c2c1=O	.	0.2	5	20	-1	2	.	-2.4	0
61	CCC(C)NC(=O)CCn1c(-c2ccccc2)cc(C(C)=O)c1C (stereo unspecified)	.	0.4	-4	6	-10	0	3	-1.1	-3
62	O=C(Nc1ccc(CN2CCOCC2)cc1)c1ccc(-c2cccc(Cl)c2)o1	-2.1	-8.3	-3	17	0	-1	-5	-2.1	-3
63	COc1ccc(S(=O)(=O)N(C)CC(=O)Nc2ccc3c(c2)OCCO3)cc1	.	1.2	0	8	-6	-1	4	.	11
64	O=C(COC(=O)c1cccnc1Nc1ccccc1F)NC1CC1	.	-1.7	-6	17	2	0	2	-0.8	-10
65	COc1ccc(/C=N\NC(=O)CCc2c(C)n[nH]c2C)c(OC)c1OC	-1.3	-1.6	-3	5	0	0	-5	-0.1	1
66	CC(=O)/C=C1\SC(CC(=O)O)C(=O)N1c1ccccc1 (stereo unspecified)	-0.9	-1.6	-1	11	2	0	2	-2.4	0
67	CN(CC(=O)Nc1ccccc1Cl)C(=O)c1ccccc1SCC(=O)N1CCCC1	-1.7	-0.1	2	3	-10	0	-3	0.5	-3
68	COc1cc(S(=O)(=O)N(Cc2cccnc2)Cc2cccc(OC)c2OC)ccc1-n1cnnn1	14	-2.7	13	-15	-1	-6	-11	-0.7	1
69	Nc1ccc(-c2nnc(-c3ccc(-c4ccccc4)cc3)o2)cc1	-1.9	-1.9	-4	49*	9	63*	11	4.7	-8
70	Cc1ccc(NCCCn2ccc(NC(=O)OCc3ccccc3)nc2=O)cc1C	0.4	-1.3	15	5	-8	-2	6	.	.
71	CCN1C(=O)[C@@H]2[C@@H](c3ccc(-c4ccc(Cl)c(Cl)c4)c(OC)c3)N3CCC[C@@]3(C(=O)OC)[C@@H]2C1=O	-0.7	-4.4	-26	-12	-2	2	-1	1.8	-12
72	NC(=O)Cn1c(O)c(N=NC(=O)CNC(=O)/C=C/c2ccccc2)c2ccccc21	-2.2	-0.6	2	37*	-4	2	-33	2.7	6

From PubChem BioAssay
